Mm-Cpn inhibitor: Inhibitors of TCP-1 ring complex (TRiC) of Methanococcus maripaludis (MmCpn): qHTS. Potency, µM (doses to about 76.9 µM), for the others: at the top dose activity, negative = inhibition, most hits filed as inhibitors. AID 504842, 2011. actives 0.031% (n = 330,000). purified Mm-Cpn ATPase, ADP Transcreener TR-FRET. Chaperonin Mm-Cpn (Methanococcus maripaludis); further: potency means the concentration at half of the fitted maximal effect; on the % scale 0 is the no-effect control and ±100 the full control effect; nearly all actives have a fitted effect of over 80% in size
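Inhibition of chaperonin ATP hydrolysis is measured as reduced ADP production, detected by competitive TR-FRET in which signal falls with ADP. Final enzyme 25 nM and ATP 10 uM, reacted 30 min at 37°C.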
GLP-1R inv ag: qHTS of GLP-1 Receptor Inverse Agonists (Inhibition Mode) | Glucagon-like peptide 1 receptor (Homo sapiens), P43220 | HEK293 GLP-1R CRE-luciferase, luminescence, 24 h; GLP-1R form is constitutively active | Potency, µM (series often up to 38.3 µM), for the others: top-dose activity change, negative = inhibition, most hits filed as inhibitors | actives 1.6% (n = 410,000) | AID 624417, 2012; further: potency means the concentration at half of the fitted maximal effect; on the % scale 0 is the no-effect control and ±100 the full control effect; nearly all actives have a fitted effect of over 55% in size
Target sequence (P43220 whole entry, looked up): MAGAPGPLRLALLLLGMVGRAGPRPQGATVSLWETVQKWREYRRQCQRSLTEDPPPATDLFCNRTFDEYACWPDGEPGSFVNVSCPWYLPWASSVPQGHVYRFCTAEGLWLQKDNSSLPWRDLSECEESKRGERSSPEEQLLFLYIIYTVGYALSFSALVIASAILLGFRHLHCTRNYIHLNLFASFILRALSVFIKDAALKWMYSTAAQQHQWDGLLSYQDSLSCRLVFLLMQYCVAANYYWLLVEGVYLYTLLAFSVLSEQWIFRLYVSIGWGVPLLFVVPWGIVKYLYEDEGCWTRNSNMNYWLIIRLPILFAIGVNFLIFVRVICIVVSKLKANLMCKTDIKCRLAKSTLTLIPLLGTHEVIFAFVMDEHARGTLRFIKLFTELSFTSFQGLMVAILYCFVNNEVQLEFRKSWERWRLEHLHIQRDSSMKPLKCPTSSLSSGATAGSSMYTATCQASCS
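GLP-1R inverse agonism mode: basal reporter luminescence in engineered HEK293 cells measured after one day of compound exposure at 37 deg C, with a 12 min room-temperature detection step.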
PTHR1 ag: qHTS for PTHR1 Agonists: Primary Screen; Parathyroid hormone/parathyroid hormone-related peptide receptor (Homo sapiens), Q03431; HEK293 GP2 PTHR1 cells, GloSensor cAMP luminescence, 1 h; Potency, µM (titrated, usually from 115 µM), for the others: at the highest dose activation, most hits filed as activators; actives 0.075% (n = 410,000); further: potency means the concentration at half of the fitted maximal effect; nearly all actives have a fitted effect of over 55% in size; some results filed as inactive show a strong effect at the top dose; inactives centre near -15; many of its hits are not listed in these tables
Target sequence (Q03431 whole entry, looked up): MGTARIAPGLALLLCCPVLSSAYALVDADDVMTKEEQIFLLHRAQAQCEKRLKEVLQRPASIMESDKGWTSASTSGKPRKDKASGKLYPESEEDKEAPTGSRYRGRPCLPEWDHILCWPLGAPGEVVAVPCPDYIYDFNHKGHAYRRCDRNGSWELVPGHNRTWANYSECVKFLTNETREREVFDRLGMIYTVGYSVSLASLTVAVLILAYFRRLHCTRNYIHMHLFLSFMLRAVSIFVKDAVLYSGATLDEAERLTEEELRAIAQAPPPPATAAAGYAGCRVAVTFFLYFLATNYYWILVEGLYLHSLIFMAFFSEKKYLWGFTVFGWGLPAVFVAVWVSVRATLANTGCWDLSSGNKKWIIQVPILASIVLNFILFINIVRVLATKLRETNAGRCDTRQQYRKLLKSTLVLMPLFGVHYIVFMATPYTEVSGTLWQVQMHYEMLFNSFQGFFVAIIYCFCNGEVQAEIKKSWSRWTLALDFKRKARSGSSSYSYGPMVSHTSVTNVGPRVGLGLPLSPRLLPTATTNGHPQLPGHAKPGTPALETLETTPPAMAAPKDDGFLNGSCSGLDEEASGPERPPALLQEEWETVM
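HEK-293-derived GP2 cells expressing PTHR1 and a GloSensor cAMP reporter, 3,000/well, plated overnight, given luciferin plus IBMX (each 0.5 mM as added) for 1 h at 37 °C, then compound for 1 h at 37 °C. Luminescence was read after 15 min at room temperature.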
pAkt inh: HTS Assay for Inhibitors of Akt Phophorylation: Primary Screen; Neuro2A IGF-stimulated pAkt S473 HTRF, 20 min; stronger effect = lower value; activity change, % for hits at 50 µM; actives 0.32% (n = 360,000); in the data active means activity change below about -80%; inconclusive means mostly about -51% to -80%; further: on the % scale 0 is the no-effect control and ±100 the full control effect
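Neuro2A cells (4,500/well, DMEM with 0.5% FBS) were treated with compound at a single 50 µM final concentration, stimulated with 6 nM IGF for 20 min at 37 °C, and lysed. Phospho-Akt Ser473 was read by HTRF as 665/615 ratio ×10^4.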
FUS suppressor: qHTS for Suppressors of FUS Proteinopathy: Primary screen using FUS-linked yeast assay; Potency, µM (doses to about 76.6 µM), for inactives: at the top dose growth rescue (activation), hits mostly activators; AID 1347120, 2019; actives 0.24% (n = 390,000); S. cerevisiae FUS-expressing, growth rescue, OD600, 24 h;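 further: potency means the concentration at half of the fitted maximal effect; plate controls were DMSO vehicle for no effect and reference control for full effect; nearly all actives have a fitted effect of over 55% in size; some results filed as inactive show a strong effect at the top dose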
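Galactose (2%) drives FUS expression in yeast precultured in raffinose; seeding density OD 0.005. Test compounds incubated 24hr at 30C and 99% humidity before absorbance at 600 nm was measured.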
Abeta rescue: qHTS for compounds that reverse cellular toxicity of Amyloid beta (A-beta) peptide in yeast: Primary Screen; yeast expressing A-beta42, growth rescue, OD600, 48 h; response scale: 0% DMSO, 100% iron-clioquinol control; Potency, µM (top dose mostly 46.1 µM), inactives show at the highest dose growth rescue, usual class: activators; actives 0.063% (n = 410,000); further: potency means the concentration at half of the fitted maximal effect; nearly all actives have a fitted effect of over 55% in size
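Yeast A-beta toxicity model in growth medium with pinned compounds, 48 h at 30 C; growth read as absorbance at 600 nm. Normalized to FeCl3/clioquinol equimolar mix (positive) and DMSO (negative).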
aSyn rescue: qHTS of alpha-syn Inhibitors; Potency, µM (series often up to 46.1 µM), inactives show at the highest dose growth rescue (activation), usual class: activators; Yeast expressing alpha-synuclein, growth rescue, BacTiter-Glo, 24 h; actives 0.14% (n = 370,000); further: potency means the concentration at half of the fitted maximal effect; % of control where 0% means no effect; nearly all actives have a fitted effect of over 65% in size
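Galactose-induced alpha-syn yeast (OD600=0.02, raffinose-pregrown) + pinned cpd, 24 hr, 30 deg C; growth by BacTiter-Glo luminescence. Growth restoration scores as activation.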
GLP1R cytotox: qHTS of GLP-1 Receptor Inverse Agonists: Cytotox Screen; HEK293 cAMP-luciferase reporter cells, luminescence, 24 h; Potency, µM (top dose mostly 38.3 µM), for inactives: top-dose activity change, negative = inhibition, actives largely listed as inhibitors; actives 0.13% (n = 410,000);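 further: loss of luciferase light is scored as toxicity; potency means the concentration at half of the fitted maximal effect; on the % scale 0 is the no-effect control and ±100 the full control effect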
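MLSMR compounds, 24 hr on cells at 37 deg C/5% CO2; luminescence after luciferase reagent (12 min RT). Inhibition counted as the undesired cytotoxic outcome.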
TDP43 rescue: qHTS of TDP-43 Inhibitors; TDP-43 expressing yeast growth rescue, BacTiter-Glo, 24 h; AID 652104, 2013; actives 1.8% (n = 410,000); Potency, µM (top dose mostly 46.1 µM), without a hit: at the top dose growth rescue (activation), actives largely listed as activators; further: potency means the concentration at half of the fitted maximal effect; % of control where 0% means no effect; nearly all actives have a fitted effect of over 50% in size
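Yeast expressing TDP-43 (pregrown in raffinose, seeded at OD600=0.02 in galactose medium) exposed to compounds 24 hr at 30 deg C. Growth read by BacTiter-Glo luminescence; rescue of toxicity appears as increased signal.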
Starred values were filed as active, the others as inactive; i = inactive; u = inconclusive; x = not tested or not shown; [ ] = dose if it differs, or a comment. Unless noted, the call rests on the fitted dose curve; in most records, active means well fitted curve in the direction sought with a large enough effect; inconclusive means small, poorly fitted or top-dose-only effect, or another doubt; inactive means no such curve, though single readings can be large; an effect the other way counts as inactive or inconclusive. Only part of the results is shown. The share of hits here may be higher or lower than overall.

SMILES	Mm-Cpn inhibitor	GLP-1R inv ag	PTHR1 ag	pAkt inh	FUS suppressor	Abeta rescue	aSyn rescue	GLP1R cytotox	TDP43 rescue
CC1CCCCN1C(=O)COC(=O)Cc1c[nH]c2ccccc12 (configuration not stated)	-13%	-23%	i	i	11%	-4%	8%	10%	0%
COc1ccc(-c2nc(-c3ccncc3)no2)cc1OC	-2%	0%	-35%	x	-10%	3%	x	-7%	u
CCOc1ccc(C2(C)CC(=O)N(C)C2=O)cc1 (configuration not stated)	2%	9%	i	i	-6%	-3%	6%	1%	13%
CCC(c1nc2ccccc2[nH]1)N(C(=O)C1=NNC(=O)CC1)c1ccccc1 (configuration not stated)	x	20%	-18%	i	-22%	-1%	-6%	1%	19%
Cc1cc2[nH]c(=O)c(=O)[nH]c2cc1S(=O)(=O)NCc1ccc(Cl)cc1	-1%	-3%	11%	i	-17%	-9%	0%	4%	16%
CN(CC(=O)NCCc1ccccc1)S(=O)(=O)c1ccc(Br)cc1	-7%	-3%	i	x	-29%	-3%	x	-8%	-3%
Cc1ccc(C)c(Cn2c(=O)n(CCCC(=O)NCCc3ccc(Cl)cc3)c(=O)c3ccccc32)c1	x	1%	-17%	x	26%	-8%	x	2%	17%
CCOc1ccccc1CNC(=O)c1ccc(-c2nc(CSc3ccc(C)cc3)c(C)o2)cc1	x	4%	i	x	23%	-13%	x	8%	10%
COc1ccc2c(c1)CCc1c(C(=O)NCCN3CCOCC3)noc1-2	1%	3%	i	x	24%	6%	-2%	10%	-2%
CCOC(=O)c1sc(NC(=O)C2CC(=O)N(c3ccc(C)cc3)C2)nc1C (configuration not stated)	-2%	-34%	i	i	u	0%	-1%	-3%	-20%
COC(=O)COc1coc(CN2CCN(c3cccc(Cl)c3)CC2)cc1=O	0%	21%	i	i	-9%	7%	9%	-9%	-2%
COc1ccc(CCN(C)C2CC(=O)N(c3ccccc3)C2=O)cc1OC (configuration not stated)	2%	5%	i	i	-26%	-93%[inhibitor]	-74%[inhibitor]	-1%	u
COc1ccccc1Nc1nc(N)nc(CSc2nc(C)cc(C)n2)n1	1%	39%[activator]	-12%[57.5 µM]	i	27%	-4%	-10%	2%	23%
Cc1ccc(NC(=S)NNC(=O)c2ccc(N3CCOCC3)c([N+](=O)[O-])c2)cc1Cl	0%	17%	-16%	i	x	-9%	1%	-28%	u
CCOc1cc(/C=C2/C(=N)N3OC(C)=CC3=NC2=O)ccc1OC	-1%	10%	i	i	7%	-15%	1%	1%	1%

Next section; the last two above are carried over.
SMILES	Mm-Cpn inhibitor	GLP-1R inv ag	PTHR1 ag	pAkt inh	FUS suppressor	Abeta rescue	aSyn rescue	GLP1R cytotox	TDP43 rescue
Cc1ccc(NC(=S)NNC(=O)c2ccc(N3CCOCC3)c([N+](=O)[O-])c2)cc1Cl	0%	17%	-16%	i	x	-9%	1%	-28%	u
CCOc1cc(/C=C2/C(=N)N3OC(C)=CC3=NC2=O)ccc1OC	-1%	10%	i	i	7%	-15%	1%	1%	1%
COc1ccc([N+](=O)[O-])cc1NC(=O)CCN1CCN(c2ccccc2OC)CC1	0%	2%	-10%	i	-3%	-5%	-14%	-14%	-2%
Cc1ccc(/C=C2/NC(=O)N(Cc3ccccc3F)C2=O)o1	1%	3%	i	i	15%	-43%[inhibitor]	11%	-14%	-2%
Cc1ccccc1N/N=C1\CCCNC1=O	-10%	-26%	i	i	-26%	-2%	-8%	-18%	16%
Cc1cc2c(c(CO)c1CCO)C(=O)[C@@H](C)[C@@H]2O	0%	4%	-2%	i	-28%	-14%	u	-1%	-2%
COc1ccc(/C=C/C(=O)OC2CCCN(C)C2)cc1 (configuration not stated)	-1%	-11%	-4%	i	-3%	9%	8%	1%	8%
COC(=O)c1cc(S(=O)(=O)NCC2CCN(Cc3cccc(Cl)c3)CC2)c[nH]1	1%	-30%	i	i	1%	x	1%	-1%	10%
COc1ccc(-c2cc(C(F)(F)F)n3nc(C(=O)O)nc3n2)cc1	-6%	34%[activator]	i	x	24%	5%	4%	4%	-26%
COc1ccc(S(=O)(=O)N2CCCCCC2)cc1C(=O)NCc1ccc(C)cc1	0%	10µM*	i	i	-22%	-4%	-6%	-6%	19%
Cc1ccc(N2CCN(C(=O)c3cccc([N+](=O)[O-])c3)CC2)cc1Cl	0%	-36%	-17%	i	24%	u	7%	-1%	13µM*
CN(C)CCC(O)(c1ccccc1)c1ccccc1Cl (configuration not stated)	x	u	-24%	i	x	4%	-2%	-28%	23%
CC(C)(CNC(=O)c1cccc(S(=O)(=O)Nc2ccc(Br)cc2)c1)N1CCOCC1	0%	-25%	-86%[inhibitor]	i	0%	13%	2%	0%	-9%
C/C=C/c1ccc(OCC(=O)OCc2csc(Nc3ccc(C)cc3)n2)c(OC)c1	-7%	-20%	-10%	i	34%	15%	-10%	15%	0%
COc1ccc(S(=O)(=O)NCCc2cn3nc(C)c(C)nc3n2)cc1	-3%	-4%	i	x	-6%	-16%	-3%	232%[activator]	3%
O=C(c1ccc(F)cc1)C1CCN(C(=O)c2ccccc2F)CC1	0%	u	-20%	i	-5%	24%	8%	-10%	u
O=C(Nc1ccc(N2CCOCC2)c(C(=O)O)c1)c1ccc(Br)cc1	x	13%	-2%	x	0%	1%	x	15%	18%[9.22 µM]
CSc1cccc(NC(=O)OC2CCCCCCCCCCC2)c1	1%	8%	-31%[inhibitor]	i	-17%	2%	1%	19%	0%
COc1ccc(OC)c(S(=O)(=O)Nc2ccc(C)c(C)c2)c1	0%	0%	5%[57.5 µM]	i	19%	30%	23%	3%	13%
Nc1ccc2nc(-c3cccc(-c4nc5ccc(N)cc5[nH]4)c3)[nH]c2c1	-8%	9%	-16%	i	14%	u	2%	-4%	14µM*
CNc1ccccc1C(=O)OCC(=O)N1CCN(c2ccc(OC)cc2)CC1	0%	u	-64%[inhibitor]	i	34%	-1%	15%	17%	5%
Cc1cc(O)c(C(C)C)cc1NC(=O)c1ccc(Cl)cc1	1%	u	-13%	i	1%	u	20%	-19%	3%
O=C(O)c1ccc(NNC(=S)Nc2cc(C(F)(F)F)ccc2Cl)cc1	2%	u	0%	i	15%	12%	-3%	-12%	-13%
CCc1ccc(CNC(=O)C2CCN(c3nn4cc(-c5ccc(F)cc5)nc4s3)CC2)cc1	x	11%	i	x	-5%	-4%	x	0%	12%
O=c1cc(-c2ccccc2)n(S(=O)(=O)c2ccc3ccccc3c2)o1	x	1%	-18%[57.5 µM]	i	27%	-27%	20µM*	-5%	u
O=C(NCc1cccc(Cl)c1)c1cnc(N2CCCCC2)c2ccccc12	x	-64%	-80%[inhibitor]	x	u	-7%	x	-5%	14%
CCN(CC)CCCNC(=O)C(=O)Nc1ccc2nc3n(c(=O)c2c1)CCCCC3	x	12%	i	x	-27%	1%	x	1%	u
CC(C(=O)Nc1ccc(OC(F)(F)F)cc1)N1Cc2ccccc2C1=O (configuration not stated)	x	u	50µM*	x	39%	-7%	x	12%	3%
O=C(O)CCCCCNC(=O)/C(=C\c1ccco1)NC(=O)c1ccco1	0%	-4%	i	i	-15%	-4%	0%	-29%	4%
Fc1ccc(CN2CCCCCCC2)c(F)c1	2%	-6%	u	i	14%	-19%	-4%	2%	0%
O=C(COC(=O)C1CCC(=O)N1)Nc1cc(Cl)ccc1Cl (configuration not stated)	-2%	5%	-20%	i	x	16%	5%	0%	12%
COc1ccc(S(=O)(=O)c2c(Nc3ccc(C)cc3)sc(C(=O)c3ccc(C)cc3)c2N)cc1	x	u	-26%	x	32%	-5%	x	5%	12%
CCOC(=O)Cn1nc(/C=C/c2ccc(C)cc2)ccc1=O	-8%	0%	i	i	-27%	-4%[9.22 µM]	-11%	-2%	u
COc1ccc(NC(=O)c2cc3ccc(O)cc3o/c2=N\O)cc1	-2%	u	-21%	i	-8%	-15%	-3%	146%[activator]	-13%
CCC(CC)c1nn2cc(-c3ccccc3)nc2s1	x	u	i	x	-8%	-29%	x	5%	7%
CC1=CC(C)(C(Cl)Cl)C(C)=CC1=O (configuration not stated)	2%	0%	i	i	-5%	-5%	-16%	0%	-4%
O=C(Nc1ccc(S(=O)(=O)N2CCCCC2)cc1)C1CC1	-1%	13%	-55%[inhibitor]	i	-5%	-8%	-1%	-6%	-20%
COc1cc2c(cc1OC)C(C)N(S(=O)(=O)c1ccc(C)cc1)CC2 (configuration not stated)	0%	-14%	-24%	i	7%	3%	16%	3%	18%
CCCCc1cc(=O)oc2c(C)c(OCc3nn[nH]n3)ccc12	2%	7%	-4%	i	15%	11%	5%	-54%	-2%
